Abeta yeast res = compounds reversing amyloid beta toxicity in yeast | yeast expressing A-beta42, growth rescue, OD600, 48 h; response scale: 0% DMSO, 100% iron-clioquinol control | 410,000 compounds, 0.063% hits | Potency, µM (series often up to 46.1 µM), for inactives: at the top dose growth rescue, usual class: activators; further: potency means the concentration at half of the fitted maximal effect; nearly all actives have a fitted effect of over 55% in size
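Yeast A-beta toxicity model in growth medium with pinned compounds, 48 h at 30 C; growth read as absorbance at 600 nm. Normalized to FeCl3/clioquinol equimolar mix (positive) and DMSO (negative).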
aSyn yeast inh = alpha-synuclein toxicity inhibition in yeast; Potency, µM (highest dose often 46.1 µM), inactives show at the top dose growth rescue (activation), hits mostly activators; Yeast expressing alpha-synuclein, growth rescue, BacTiter-Glo, 24 h; 370,000 compounds, 0.14% hits; further: potency means the concentration at half of the fitted maximal effect; % of control where 0% means no effect; nearly all actives have a fitted effect of over 65% in size
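Galactose-induced alpha-syn yeast (OD600=0.02, raffinose-pregrown) + pinned cpd, 24 hr, 30 deg C; growth by BacTiter-Glo luminescence. Growth restoration scores as activation.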
TDP-43 yeast inh = TDP-43 toxicity inhibition in yeast; TDP-43 expressing yeast growth rescue, BacTiter-Glo, 24 h; Potency, µM (highest dose often 46.1 µM), for the others: at the top dose growth rescue (activation), most hits filed as activators; 410,000 compounds, 1.8% hits; further: potency means the concentration at half of the fitted maximal effect; % of control where 0% means no effect; nearly all actives have a fitted effect of over 50% in size
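Galactose-induced TDP-43 yeast, OD600=0.02, compound pinned; 24 hr, 30 deg C; BacTiter-Glo luminescence for growth. Inhibitors of TDP-43 toxicity read as activators.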
DRD3 antagonist = blocks the human D3 dopamine receptor. P35462. D3R cells, DiscoveRx beta-arrestin luminescence, antagonist mode; stronger effect = lower value. max response, negative = inhibition, %. 360,000 compounds, 2.5% hits; in the data active means max response below about -50%; inconclusive means no clear call, values can overlap the other calls; further: on the % scale 0 is the no-effect control and ±100 the full control effect; mostly tested at two doses, the higher about 12 µM
Target sequence (P35462 whole entry, looked up): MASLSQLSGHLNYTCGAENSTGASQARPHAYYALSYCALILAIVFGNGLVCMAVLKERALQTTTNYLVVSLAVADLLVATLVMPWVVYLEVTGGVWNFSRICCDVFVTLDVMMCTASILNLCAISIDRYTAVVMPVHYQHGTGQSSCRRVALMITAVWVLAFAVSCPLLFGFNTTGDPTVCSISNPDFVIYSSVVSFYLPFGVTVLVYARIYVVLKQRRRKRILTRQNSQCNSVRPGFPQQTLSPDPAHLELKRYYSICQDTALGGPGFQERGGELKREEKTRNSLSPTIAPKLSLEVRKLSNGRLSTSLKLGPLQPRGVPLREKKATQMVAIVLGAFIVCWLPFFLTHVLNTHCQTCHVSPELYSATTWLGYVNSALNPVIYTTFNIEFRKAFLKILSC
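Cells expressing the human receptor were seeded at 1500 cells/well, incubated overnight at 37 degrees C in 5% CO2, then exposed to library compounds with dopamine controls for 90 minutes at 37 degrees C before luminescent detection.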
FUS suppressor = FUS proteinopathy suppression in yeast | 390,000 compounds, 0.24% hits | Potency, µM (titrated, usually from 76.6 µM), for inactives: at the highest dose growth rescue (activation), usual class: activators | S. cerevisiae FUS-expressing, growth rescue, OD600, 24 h | AID 1347120;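 further: potency means the concentration at half of the fitted maximal effect; plate controls were DMSO vehicle for no effect and reference control for full effect; nearly all actives have a fitted effect of over 55% in size; some results filed as inactive show a strong effect at the top dose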
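Cultures pregrown in 2.5% raffinose medium are shifted to minimal medium containing 2% galactose to express toxic FUS. Compounds are tested at several concentrations. After 24hr at 30C, growth is quantified at 600 nm absorbance.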
PTHR1 ag = activates the human parathyroid hormone receptor PTHR1; Q03431; HEK293 GP2 PTHR1 cells, GloSensor cAMP luminescence, 1 h; 410,000 compounds, 0.075% hits; Potency, µM (highest dose often 115 µM), for the others: at the top dose activation, actives largely listed as activators; further: potency means the concentration at half of the fitted maximal effect; nearly all actives have a fitted effect of over 55% in size; some results filed as inactive show a strong effect at the top dose; inactives centre near -15; many of its hits are not listed in these tables
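HEK-293-derived GP2 cells expressing PTHR1 and a GloSensor cAMP reporter, 3,000/well, plated overnight, given luciferin plus IBMX (each 0.5 mM as added) for 1 h at 37 °C, then compound for 1 h at 37 °C. Luminescence was read after 15 min at room temperature.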
pAkt inh = blocks phosphorylation of Akt | Neuro2A IGF-stimulated pAkt S473 HTRF, 20 min; stronger effect = lower value | activity change, % for hits at 50 µM | 360,000 compounds, 0.32% hits | AID 651550; in the data active means activity change below about -80%; inconclusive means mostly about -51% to -80%; further: on the % scale 0 is the no-effect control and ±100 the full control effect
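Neuro2A cells in DMEM with 0.5% FBS, overnight at 37 deg C, given compound at single 50 µM final, then IGF (6 nM final) for 20 min at 37 deg C. Lysed; phospho-Akt Ser473 by HTRF after 24 h, 665/615 ratio.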
GLP1R inv ag = acts as inverse agonist at human GLP-1 receptor. P43220. HEK293 GLP-1R CRE-luciferase, luminescence, 24 h; GLP-1R form is constitutively active. Potency, µM (titrated, usually from 38.3 µM), without a hit: top-dose activity change, negative = inhibition, hits mostly inhibitors. 410,000 compounds, 1.6% hits; further: potency means the concentration at half of the fitted maximal effect; on the % scale 0 is the no-effect control and ±100 the full control effect; nearly all actives have a fitted effect of over 55% in size
Target sequence (P43220 whole entry, looked up): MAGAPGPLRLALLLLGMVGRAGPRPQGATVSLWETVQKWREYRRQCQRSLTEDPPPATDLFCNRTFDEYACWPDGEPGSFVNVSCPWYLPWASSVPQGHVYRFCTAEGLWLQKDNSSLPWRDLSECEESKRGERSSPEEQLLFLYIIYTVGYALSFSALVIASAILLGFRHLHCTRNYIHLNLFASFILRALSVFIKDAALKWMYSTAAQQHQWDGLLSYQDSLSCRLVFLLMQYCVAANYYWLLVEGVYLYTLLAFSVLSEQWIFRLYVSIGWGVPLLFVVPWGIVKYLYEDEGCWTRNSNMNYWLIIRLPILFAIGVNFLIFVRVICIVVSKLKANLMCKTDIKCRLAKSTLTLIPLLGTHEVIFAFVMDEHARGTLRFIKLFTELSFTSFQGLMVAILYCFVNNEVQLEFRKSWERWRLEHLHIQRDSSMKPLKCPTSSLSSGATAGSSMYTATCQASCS
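GLP-1R inverse agonism mode: basal reporter luminescence in engineered HEK293 cells measured after one day of compound exposure at 37 deg C, with a 12 min room-temperature detection step.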
GLP1R ag = activates the human GLP-1 receptor; P43220; HEK293 GLP-1R CRE-luciferase, luminescence, 4-6 h; cells express a hypersensitive GLP-1R form; 380,000 compounds, 0.007% hits; Potency, µM (doses to about 45.6 µM), for inactives: at the top dose activation, actives largely listed as activators; further: potency means the concentration at half of the fitted maximal effect; % of control where 0% means no effect
* marks the source's active call; other numbers are inactive results; i = inactive; ? = inconclusive; . = no result given; [ ] = dose if it differs, or a comment. Unless noted, the call rests on the fitted dose curve; in most records, active means well fitted curve in the direction sought with a large enough effect; inconclusive means small, poorly fitted or top-dose-only effect, or another doubt; inactive means no such curve, though single readings can be large; an effect the other way counts as inactive or inconclusive. Some of the compounds tested; the hit share may differ from the screen's.

smiles	Abeta yeast res	aSyn yeast inh	TDP-43 yeast inh	DRD3 antagonist	FUS suppressor	PTHR1 ag	pAkt inh	GLP1R inv ag	GLP1R ag
O=C(OC(C(=O)O)C(OC(=O)c1ccccc1)C(=O)NCc1ccccc1)c1ccccc1 (stereo unspecified)	16%	-1%	17%	-8	15%	i	i	0%	6%
O=C(N/N=C/c1ccncc1)C1CC1C(=O)N/N=C/c1ccncc1 (stereo unspecified)	12%	0%	16%	-11	-13%	i	i	-1%	1%
O=C(CCCCCBr)N1CCC(CC2CC(c3cccc(Br)c3)=NO2)(C(=O)NCC2CCCCC2)CC1 (stereo unspecified)	-4%	0%	31%	-20	?	-35%[inhibitor]	i	?	13%
O=C(CN1CSCC1=O)N1CCN(S(=O)(=O)c2ccc(Cl)cc2)CC1	-8%	0%[1.84 µM]	-11%	13	4%	-25%	i	-1%	-8%
CCN(CC)CCn1c(=S)[nH]c2cc(C(=O)NCc3ccc(C)cc3)ccc2c1=O	-7%	-5%	8%	-24	9%	i	i	7%	0%
Oc1ccccc1-c1nc(/C=C/c2ccccc2Cl)nn1-c1ccccc1	-7%	-6%	25%	.	18%	i	.	?	6%
CCOc1ccc(C(C)NC(=O)C2CCCC2)cc1 (stereo unspecified)	-3%	3%	17%	17	-15%	-7%	i	-16%	-3%
O=C(O)c1ccc(-n2nc(C(F)(F)F)c3c2-c2ccoc2CC3)cc1	6%	-1%	1%	15	12%	i	i	0%	-7%
COC(=O)C1CCN(C(=O)COC(=O)c2cccc(NS(=O)(=O)c3ccccc3)c2)CC1	4%	-4%	16%	-7	13%	i	i	1%	-1%
O=C(c1ccc(Cl)c(NC2=NC3CS(=O)(=O)CC3S2)c1)N1CCN(c2ccc(F)cc2)CC1 (stereo unspecified)	-2%	0%	1%	-1	-3%	-24%	i	29%	2%
CC(=O)Nc1ccc(NC(=O)C2Cc3c(-c4ccc5c(c4)OCO5)ccnc3O2)cc1 (stereo unspecified)	-7%	-6%	7%	-21	0%	i	i	-2%	-7%
CC(C)Sc1nc2c(c(=O)n(C)c(=O)n2C)n1Cc1ccc(Cl)cc1	-1%	2%	4%	-3	3%	-28%[57.5 µM]	i	4%	-4%
CCOc1ccc(OCC)c(NC(=O)CSc2nnc(-c3cccnc3)o2)c1	0%	12%	?	30	8%	i	i	1%	2%
O=S(=O)(c1ccccc1)N1CCC2(CC1)OCCO2	-3%	-5%	-25%	-9	14%	i	i	0%	2%
O=C(Cc1cccc([N+](=O)[O-])c1)Nc1ccc(C(=O)N2CCOCC2)cc1	-2%	-9%	9%	0	15%	-35%[inhibitor]	i	10%	-2%
Cc1ccc(C)c(Cn2cnc3c(oc4ccccc43)c2=O)c1	12%	-5%	.	-19	13%	i	i	3%	2%
OC(CNCCNc1ncccc1C(F)(F)F)Cn1ccc2ccccc21 (stereo unspecified)	18%	0%	10%	?	4%	i	i	10µM*	22%
COc1ccc(NC(=O)COC(=O)CNC(=O)c2cccs2)cc1Cl	-5%	4%[1.84 µM]	-4%	9	-3%	i	i	30%[activator]	12%
COc1ccccc1NC(=O)CSc1nc(O)c(C/C=C/c2ccccc2)c(=O)[nH]1	-14%	.	17%	.	?	-25%	.	-14%	.
CC1(C)CC(=O)C2=C(C1)Nc1ccccc1N(C(=O)C1CC1)C2c1ccco1 (stereo unspecified)	4%	0%	21%	2	22%	i	i	7%	6%

More entries
smiles	Abeta yeast res	aSyn yeast inh	TDP-43 yeast inh	DRD3 antagonist	FUS suppressor	PTHR1 ag	pAkt inh	GLP1R inv ag	GLP1R ag
Cc1cccc(C)c1NC(=O)C1(C)CCC(=O)N1c1cc(C(C)(C)C)nn1C (stereo unspecified)	-16%	-9%	11%	19	-5%	-20%	i	15%	15%
COc1ccc(CCNC(=O)c2cc3ccccc3oc2=O)cc1	-12%	-1%	11%	20	13%	i	i	22%	-1%
CC1Sc2ccc(S(=O)(=O)N3CCC(C(=O)Nc4ccc(Cl)cc4)CC3)cc2NC1=O (stereo unspecified)	.	-6%	8%	-7	22%	-29%	i	?	0%
CCOc1ccccc1C1CC(=O)NC2=C1C(=O)CC(C)(C)C2 (stereo unspecified)	5%	0%	13%	11	-9%	-11%	i	-30%	-14%
CC(C)Cn1c(=O)c2ccccc2n2c(CCC(=O)NC(C)c3ccccc3)nnc12 (stereo unspecified)	-1%	.	15%	.	5%	i	.	4%	.
N#Cc1ccccc1NC(=S)Nc1ccc(F)cc1	-5%	2%	-2%	8	16%	i	i	20%	5%
CN(C)c1cc(NC(=O)CN2CCCC2)c2ccccc2n1	-9%	1%	-11%[1.82 µM]	1	25%	-21%	i	?	1%
O=C(CN1C(=O)C2C3C=CC(C3)C2C1=O)NCc1ccco1 (stereo unspecified)	-1%	-1%	12%	-9	-4%	i	i	7%	-11%
Cc1ccc(C2CC(c3cccs3)=NN2C(=O)c2ccc(Br)o2)cc1 (stereo unspecified)	-48%[inhibitor]	-1%	-29%	0	12%	i	i	?	1%
CN1C(=S)SC(N(O)C(=O)Nc2cccc3ccccc23)C1(C)C (stereo unspecified)	10%	11%	15%	-18	9%	i	i	?	-16%
CCOc1ccc(C2C=C(c3ccc(F)cc3)Nc3ncnn32)cc1 (stereo unspecified)	8%	-2%	8%	-15	13%	-12%	i	-28%	0%
Cc1ccc(C(=O)N/C(=C\c2ccco2)C(=O)NCCCn2ccnc2)cc1	0%	9%	-12%	-29	18%	i	i	-15%	2%
O=C(O)C1CC2CCC1CC2 (stereo unspecified)	4%	-7%	0%	-4	.	i	i	1%	-1%
O=C1COc2ccc(C(=O)c3ccccc3)cc2CN1	1%	-2%	-29%	-16	-12%	i	i	2%	6%
CCOc1ccccc1NC1c2ccccc2C(=O)N1c1ccc(C)cn1 (stereo unspecified)	-6%	6%	11%	-9	-12%	-1%	i	7%	8%
CC(=O)N1CCc2c(sc3c2c(=O)n(Cc2ccccc2)c(=O)n3Cc2ccccc2F)C1	-23%	.	17%	.	-2%	-54%[inhibitor]	.	2%	1%
O=C(NCCCn1ccnc1)c1cc2cc([N+](=O)[O-])ccc2oc1=O	2%	-1%	0%	-30	.	-1%	i	14%	-1%
CN(C)CCSc1nc(O)c(-c2ccccc2)c(=O)n1-c1ccccc1	1%	7%	11%	1	-9%	-19%	i	3%	-1%
CCOc1ccccc1NC(=O)c1c(NCc2ccc(OC)c(OC)c2OC)sc2c1CCC(C)C2 (stereo unspecified)	-8%	.	-17%	.	?	i	.	?	.
Cc1ccc(C)c(NC(=O)c2cc(S(=O)(=O)N3CCCCC3)ccc2N2CCOCC2)c1	18%	8%	6%	-7	28%	-28%	i	0%	-5%

Later entries.
smiles	Abeta yeast res	aSyn yeast inh	TDP-43 yeast inh	DRD3 antagonist	FUS suppressor	PTHR1 ag	pAkt inh	GLP1R inv ag	GLP1R ag
O=C1c2ccccc2C(Nc2cccnc2)N1Cc1ccc2c(c1)OCO2 (stereo unspecified)	-1%	-2%	16%	-24	-10%	i	i	0%	12%
Cc1[nH]n(-c2ccccc2)c(=O)c1/C=N/N1CCOCC1	5%	-8%	6%	7	-31%	i	i	15%	6%
CN(C)C(CNC(=O)c1ccc(NS(=O)(=O)c2ccc(F)cc2)cc1)c1ccco1 (stereo unspecified)	-1%	2%	-6%	6	-1%	i	i	-20%	0%
Cc1cccc(-c2nc(CS(=O)CC(=O)NCCc3ccccc3)c(C)o2)c1 (stereo unspecified)	-11%	11%	-22%	-5	18%	i	i	-20%	13%
NS(=O)(=O)c1ccc(NC(=O)COC(=O)CCc2ccc(S(=O)(=O)N3CCOCC3)cc2)cc1	-1%	-3%	-8%	-6	-4%	-13%	i	17%	-5%
COc1cccc(CNC(=O)C2CCCN(S(=O)(=O)N(C)c3ccc(F)cc3)C2)c1OC (stereo unspecified)	-2%	.	0%	.	26%	-36%[inhibitor]	.	?	.
Cc1cc(C)c(NC(=O)CSc2nc(-c3ccc(F)cc3)nc3c2Cc2c(CO)cnc(C)c2O3)c(C)c1	-4%	.	20%	.	11%	1%	.	-5%	.
O=C(Cn1cnc2cc([N+](=O)[O-])ccc2c1=O)Nc1cccc(S(=O)(=O)N2CCOCC2)c1	-15%	-1%	11%	-3	29%	-6%	i	6%	2%
COc1cc2c(cc1OC)CN(C(=O)CCC(=O)c1ccc(F)cc1)CC2	-8%	3%	0%	3	5%	-34%[inhibitor]	i	?	14%
COc1cccc(-c2cc(C(F)(F)F)c(C#N)c(=O)[nH]2)c1	-18%	-3%	-1%	3	19%	-36%[inhibitor]	i	-18%	0%

Assay outcomes deposited in PubChem by National Center for Advancing Translational Sciences (NCATS).
